Screens from PubChem.
STK33 kinase inh: inhibitors of purified STK33 kinase, primary screen, biochemical, ADP-Glo luminescence, homogeneous, cell-free; Serine/threonine-protein kinase 33 (Homo sapiens), Q9BYT3; MBP phosphorylation; inhibition, % at 10 µM; 320,000 compounds, 0.073% hits; AID 2661, 2010;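 active means inhibition at or above 25%, using the most active replicate where run in duplicate; inactive means inhibition below 25%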
Target sequence (Q9BYT3 whole entry, looked up): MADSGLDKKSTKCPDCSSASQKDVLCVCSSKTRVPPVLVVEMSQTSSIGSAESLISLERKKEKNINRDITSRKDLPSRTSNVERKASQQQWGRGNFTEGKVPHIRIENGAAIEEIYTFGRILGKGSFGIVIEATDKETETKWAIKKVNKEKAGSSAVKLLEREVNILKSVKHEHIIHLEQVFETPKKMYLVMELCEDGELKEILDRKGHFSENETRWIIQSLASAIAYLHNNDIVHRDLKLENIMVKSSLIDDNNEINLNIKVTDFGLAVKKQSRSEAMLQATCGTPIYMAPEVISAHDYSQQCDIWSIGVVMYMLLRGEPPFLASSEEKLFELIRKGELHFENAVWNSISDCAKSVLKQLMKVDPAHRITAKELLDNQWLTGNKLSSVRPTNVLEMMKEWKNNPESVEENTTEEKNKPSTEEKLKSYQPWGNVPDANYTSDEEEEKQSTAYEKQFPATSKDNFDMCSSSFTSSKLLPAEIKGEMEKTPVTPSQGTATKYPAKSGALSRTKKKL
OX1R antag-1: antagonists of human orexin 1 receptor (OX1R); Orexin/Hypocretin receptor type 1 (Homo sapiens), O43613; OX1R-expressing cells, FRET antagonist read-out; inhibition, % at 6.6 µM; 330,000 compounds, 1.8% hits; AID 485270, 2010; in the data active means inhibition mostly above about 38%, no sharp cut-off; inactive means mostly below about 40%;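 further: 0% = agonist challenge alone and 100% = reference antagonist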
Target sequence (O43613 whole entry, looked up): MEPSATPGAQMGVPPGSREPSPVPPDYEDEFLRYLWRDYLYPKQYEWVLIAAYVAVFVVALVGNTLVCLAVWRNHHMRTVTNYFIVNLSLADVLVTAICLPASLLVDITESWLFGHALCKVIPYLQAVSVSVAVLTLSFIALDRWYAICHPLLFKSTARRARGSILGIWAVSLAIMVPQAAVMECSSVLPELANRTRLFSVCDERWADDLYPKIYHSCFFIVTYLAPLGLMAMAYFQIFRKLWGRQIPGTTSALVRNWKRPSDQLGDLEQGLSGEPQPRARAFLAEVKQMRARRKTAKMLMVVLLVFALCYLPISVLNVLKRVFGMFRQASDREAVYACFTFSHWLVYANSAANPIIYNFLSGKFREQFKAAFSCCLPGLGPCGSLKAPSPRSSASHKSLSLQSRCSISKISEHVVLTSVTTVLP
OX1R antag-2: OX1R (HCRTR1) antagonists, primary screen, fluorescence, CHO/OX1R cells, Fluo-8 calcium, orexin A | inhibition, % at 5 µM | 330,000 compounds, 0.43% hits | AID 434989, 2010 | Fluo-8 calcium fluorescence | Orexin/Hypocretin receptor type 1 (Homo sapiens), O43613;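 active means inhibition above its plate's threshold, mean inhibition of all tested compounds on the plate plus 3 SD, cut at about 37% in these data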;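 further: 0% = orexin A challenge wells and 100% = SB-334867-A antagonist wells; not every result past the cut was called active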
* hit, by the source's call; nt = not tested or not shown. The order is random; any-hit rate near 2.2%.

canonical_smiles	STK33 kinase inh	OX1R antag-1	OX1R antag-2
Cc1ccc(/C=N/NC(=O)COc2ccc(Cl)c(C)c2)o1	1.3	18	-16
CCOC(=O)c1c(C)n(C)c2ccc(OCCN(C)C)cc12	1.2	15	5
CC1CCC(NC(=O)C2c3ccccc3C(=O)N2Cc2cccs2)CC1 (stereo not given)	-1.6	3	-17
CC(C)NC(=O)COc1coc(CN2CCN(C(=O)c3ccco3)CC2)cc1=O	-0.5	17	-2
O=C(Nc1ccc(Cl)cc1)NC1CCCCC1	-2.3	21	-7
CCC(C)N(C(=O)c1csnn1)C(C(=O)NC1CCCC1)c1c(F)cccc1Cl (stereo not given)	-0.7	24	-40
Cc1ccc(S(=O)(=O)N2CCC[C@H]2C(=O)Nc2ccc(F)cc2C)cc1	-0.6	19	3
COC(=O)c1ccc(CN2C(=O)NC(c3ccccc3)(c3ccccc3)C2=O)o1	-2.4	18	-33
CCC(=O)NC(=S)NNC(=O)c1ccc(NC(=O)c2ccccc2)cc1	-0.2	16	-11
CC1(C)C[C@H]2C3=CCC4[C@@]5(C)CC[C@H](O)C(C)(C)C5CC[C@@]4(C)[C@]3(C)[C@@H](O)[C@@H](O)[C@@]2(CO)[C@@H](O)[C@@H]1O (stereo not given in full)	-0.1	1	3
N=C1C(c2nc(-c3ccc(Br)cc3)cs2)=C(O)CN1NC(=O)c1ccc([N+](=O)[O-])cc1	-0.2	11	-13
CCCc1nc2nc(C)c(NS(=O)(=O)c3ccc(C4CCCCC4)cc3)c(=O)n2[nH]1	-0.1	9	0

The list continues:
canonical_smiles	STK33 kinase inh	OX1R antag-1	OX1R antag-2
COCCCNC(=O)CC1C[C@H](C(=O)N2CCOCC2)[C@@]2(CCC3CCCC3)c3[nH]c4ccc(OC)cc4c3CCN2C1=O (stereo not given in full)	nt	9	-21
CC1(C)C([N+](=O)[O-])C(c2ccc(Cl)cc2)NC(c2ccc(Cl)cc2)C1[N+](=O)[O-] (stereo not given)	-3.6	7	-9
COC(=O)c1ccc(CN2CCN(CC=C(C)C)C(CCO)C2)cc1 (stereo not given)	-2.5	13	-29
Cc1cc(C)c(S(=O)(=O)N2CCOC2CNC(=O)C(=O)NCCc2c[nH]c3ccccc23)c(C)c1 (stereo not given)	-0.4	25	-9
OC1C2CN3CCN(C2)CC1(Cc1ccccc1)C3 (stereo not given)	-1.9	5	-5
CN1CCN(c2cc(C(F)(F)F)nc(-c3ccccn3)n2)CC1	-1.1	9	9
COC(=O)c1cc2c(s1)-c1ccccc1CC2	-2.5	13	-22
COc1ccccc1/C=N/OCc1cc(C(C)=O)ccc1OC	-0.9	21	-38
Cc1nn(Cc2cccc(C(=O)NC3CCCCC3)c2)c(C)c1Cl	-0.6	5	-15
COc1ccc(C(=O)CCC(=O)Nc2ccc(N3CCN(C)CC3)cc2)cc1OC	0.3	-4	-9
Cc1oc(-c2ccccc2Cl)nc1CS(=O)(=O)CC(=O)NC1CCCC1	-0.7	4	-34
COc1cccc(NC(=O)CN(C)C(=O)c2c(-c3c(F)cccc3Cl)noc2C)c1	0.3	13	6

Filtered by structure: those above containing nitrogen in an aromatic ring.
canonical_smiles	STK33 kinase inh	OX1R antag-1	OX1R antag-2
CCOC(=O)c1c(C)n(C)c2ccc(OCCN(C)C)cc12	1.2	15	5
CCC(C)N(C(=O)c1csnn1)C(C(=O)NC1CCCC1)c1c(F)cccc1Cl (stereo not given)	-0.7	24	-40
N=C1C(c2nc(-c3ccc(Br)cc3)cs2)=C(O)CN1NC(=O)c1ccc([N+](=O)[O-])cc1	-0.2	11	-13
CCCc1nc2nc(C)c(NS(=O)(=O)c3ccc(C4CCCCC4)cc3)c(=O)n2[nH]1	-0.1	9	0
COCCCNC(=O)CC1C[C@H](C(=O)N2CCOCC2)[C@@]2(CCC3CCCC3)c3[nH]c4ccc(OC)cc4c3CCN2C1=O (stereo not given in full)	nt	9	-21
Cc1cc(C)c(S(=O)(=O)N2CCOC2CNC(=O)C(=O)NCCc2c[nH]c3ccccc23)c(C)c1 (stereo not given)	-0.4	25	-9
CN1CCN(c2cc(C(F)(F)F)nc(-c3ccccn3)n2)CC1	-1.1	9	9
Cc1nn(Cc2cccc(C(=O)NC3CCCCC3)c2)c(C)c1Cl	-0.6	5	-15
Cc1oc(-c2ccccc2Cl)nc1CS(=O)(=O)CC(=O)NC1CCCC1	-0.7	4	-34
COc1cccc(NC(=O)CN(C)C(=O)c2c(-c3c(F)cccc3Cl)noc2C)c1	0.3	13	6

Arranged by the number under OX1R antag-1 (smallest number first): 3 from the list above.
canonical_smiles	STK33 kinase inh	OX1R antag-1	OX1R antag-2
OC1C2CN3CCN(C2)CC1(Cc1ccccc1)C3 (stereo not given)	-1.9	5	-5
COCCCNC(=O)CC1C[C@H](C(=O)N2CCOCC2)[C@@]2(CCC3CCCC3)c3[nH]c4ccc(OC)cc4c3CCN2C1=O (stereo not given in full)	nt	9	-21
COC(=O)c1ccc(CN2CCN(CC=C(C)C)C(CCO)C2)cc1 (stereo not given)	-2.5	13	-29

(more compounds)
canonical_smiles	STK33 kinase inh	OX1R antag-1	OX1R antag-2
O=C(NCCCN1CCOCC1)C1CCN(S(=O)(=O)c2cccc(C(F)(F)F)c2)CC1	-1.0	5	-20
O=C(C[C@H]1C[C@H](C(=O)N2CCOCC2)[C@@]2(CCC3CCCC3)c3[nH]c4ccc(Cl)cc4c3CCN2C1=O)NCCc1ccccn1	nt	3	3
COc1cccc(CNC(=O)CSCc2cnn(-c3ccccc3)c2-n2cccc2)c1OC	-2.6	20	-12
Cc1cc(C)c(C)c(S(=O)(=O)N[C@@H](C)C(=O)OCc2cc(=O)n3cc(Br)ccc3n2)c1C	-0.9	24	-42
N#Cc1ccc(OCC(=O)Nc2cccc(S(=O)(=O)NC3=NCCCCC3)c2)cc1	-0.5	10	-26
O=C(CS(=O)(=O)Cc1ccccc1)Nc1nc2c(s1)CCCC2	1.2	23	-19
COc1ccc(C(=O)N2CCCN(C)CC2)cc1S(=O)(=O)N(C)Cc1ccccc1	-0.4	6	-6
COc1ccc(C2/C(=C(/O)c3ccc4c(c3)CC(C)O4)C(=O)C(=O)N2CCCN2CCOCC2)cc1 (stereo not given)	-1.0	-2	-29
C=CC(C)(C)c1c(O)c(CC=C(C)C)c(O)c2c(=O)c3ccc(O)c(O)c3oc12	1.0	8	-8
NC(=O)c1nsnc1-c1ccccc1O	-0.3	3	9
Cc1ccc(-c2nc3ccccc3n2C)o1	1.8	29	-27
CC(=O)n1cc([C@@H]2C=C(C(=O)N3CCN(Cc4ccc5c(c4)OCO5)CC3)O[C@H](OCc3ccc(CO)cc3)C2)c2ccccc21	-0.5	27	-31

Continued.
canonical_smiles	STK33 kinase inh	OX1R antag-1	OX1R antag-2
Cc1nc(SCC(=O)NCCN2C(=O)CSC2=O)nc(C)c1C	-1.3	-1	3
CCCCCCP(=O)(O)c1ccccc1	0.1	6	-1
COc1ccc(C(=O)c2ccccc2)c(OCC(=O)N(C)C)c1	-1.9	6	-8
CCN(CC)S(=O)(=O)c1cccc(NC(=O)COC(=O)CCc2nc3ccccc3s2)c1	-2.4	4	1
CCN1C(=O)C(=O)N(CC(=O)Nc2ccccc2OC(F)F)C1=O	0.0	-4	-8
COC(=O)c1c(NC(=O)Cc2ccccc2)sc(C)c1C	-0.7	19	-42
Cc1cc(Cl)ccc1OCCCC(=O)NCCN1C(=O)S/C(=C\c2cccnc2)C1=O	0.5	114*	94*
O=C(c1cccc([N+](=O)[O-])c1)N1CCN(C(=O)c2ccco2)CC1	0.1	17	-4
CC(C)OC(=O)c1cccnc1SCc1cc(=O)n2ccccc2n1	-1.8	22	-16
Cc1ccccc1OCCC(=O)OCC(=O)NC(=O)c1ccccc1	-1.8	22	-14
NC(=O)C1CCN(C(=O)C(=O)c2cn(CC(=O)N3CCCCCC3)c3ccccc23)CC1	-0.2	1	-11
c1ccc(CN2CCOCCOCCOCCOCCOCCOCC2)cc1	-0.4	4	-10

(further entries)
canonical_smiles	STK33 kinase inh	OX1R antag-1	OX1R antag-2
Cc1cc(C)c(C(=O)COc2cccnc2[N+](=O)[O-])cc1C	-0.8	33	-19
Cc1ccc(NC(=O)c2ccco2)c(NC(=O)C2CCCO2)c1 (stereo not given)	nt	11	-13
CC1=C(C(=O)OC(C)C)C(c2ccccc2Cl)CC(=O)N1 (stereo not given)	0.6	12	-19
O=C(CSc1ccccc1)Nc1cccc(S(=O)(=O)N2CCCCC2)c1	-0.3	14	-5
Cc1ccccc1C(=O)N1CCN(C(c2ccccc2)c2ccccc2)CC1	0.9	15	-26
CCOC(=O)N1CCN(CCc2ccccc2)CC1	0.0	9	-8
COc1cc(/C=C/C(=O)OCC(=O)Nc2sc3c(c2C#N)CCC(C)C3)ccc1OCC#N (stereo not given)	0.7	-2	-26
O=C(NCCC1=CCCCC1)C1CCN(S(=O)(=O)c2ccccc2C(F)(F)F)CC1	-0.5	8	-27
Cc1cc(NC(=O)C2CCN(S(=O)(=O)c3cnc[nH]3)CC2)ccc1Br	0.4	2	9
O=C(CC(C(=O)O)c1ccc(Cl)cc1Cl)c1ccc(Cl)cc1 (stereo not given)	-0.6	2	-2
Cc1noc(C)c1CSc1nnc(-c2cccnc2)n1C1CCCCC1C (stereo not given)	-1.2	15	-13
O=C(Nc1ccc(F)cc1)c1ccc2snnc2c1	0.2	27	-6

The list goes on.
canonical_smiles	STK33 kinase inh	OX1R antag-1	OX1R antag-2
O=c1cc(N2CCOCC2)[nH]c(=O)n1-c1ccc(Cl)cc1	0.1	15	-3
O=C(CNC(=O)c1ccccc1Cl)OC1CCOC1=O (stereo not given)	0.6	15	-2
COc1ccc(C(C)(C)C)cc1NC(=O)c1[nH]c(C)c(C(C)=O)c1C	-0.3	16	-41
CC(=O)Nc1ccc(NC(=O)CS(=O)(=O)c2cn(CC(=O)N3CCCCC3)c3ccccc23)cc1	-0.3	19	-5
CCCCn1c(CN2CCN(c3cccc(Cl)c3)CC2)nc2c1c(=O)n(C)c(=O)n2C	0.9	16	-32
O=C(NCCS(=O)(=O)N1CCN(c2ccccc2)CC1)C1CC(=O)N(c2ccc(F)cc2)C1 (stereo not given)	0.1	17	2
CCn1c2ccccc2c2cnc(N=CN(C)C)c(C#N)c21	nt	38	-16
COc1ccc(NC(=O)N2CCOCC2)cc1OC	-4.3	4	2
C=Cc1ccc2c(c1)OCCOCCOCCOCCOCCO2	6.8	5	-14
CCOc1cc(C(=O)NC(C)CCc2ccccc2)cc(OCC)c1OCC (stereo not given)	-0.3	7	-28
NC(=O)c1ccc(NC(=O)C2CC(=O)N(c3ccc4c(c3)OCCO4)C2)cc1 (stereo not given)	-1.2	-3	10
CCNC(=O)N1CCNC(=O)C1CC(=O)OC (stereo not given)	-0.1	10	-12

The results go on:
canonical_smiles	STK33 kinase inh	OX1R antag-1	OX1R antag-2
Nc1cccc(S(=O)(=O)Nc2ccccc2)c1	-0.6	-3	-12
O=C(O)C1(c2ccccc2)CCC(Nc2ccccc2)C1 (stereo not given)	-0.8	10	-5
CCN(CC)c1ncnc2c1cnn2Cc1ccc(Cl)cc1	-1.4	17	-24
O=C(NCCc1ccc(F)cc1)C1CCN(C(=O)Nc2ccccc2)CC1	1.6	-3	-28
O=C(CNS(=O)(=O)c1ccccc1)NNC(=O)C(Cl)Cl	-0.6	7	-2
COc1ccc(-c2nc(NC(=O)Cn3c(=O)oc4ccccc43)sc2C)cc1	0.5	19	-10
Cc1ccc(C)c(OCc2nc(-c3cccnc3)no2)c1	-0.8	11	-21
Cc1ccc(C)c(NC(=S)/C(=C(\[O-])c2ccc(OC(F)F)cc2)[n+]2ccccc2)c1	-5.8	9	-17
O=C(COC(=O)C1CCC1)c1c[nH]c2ccccc12	0.6	9	-18
CCOc1ccc(NC(=O)CSc2nnc(-c3ccccc3)n2N)cc1	-1.0	16	-37
COc1ccc(/C=N/N=C/c2ccc(OC)c(O)c2)cc1O	-0.4	1	-13
COc1ccc(NC(=O)CN(C)S(=O)(=O)c2ccc3[nH]c(=O)oc3c2)cc1	-0.5	56*	38

The list continues.
canonical_smiles	STK33 kinase inh	OX1R antag-1	OX1R antag-2
CC(=O)N1c2ccc(S(=O)(=O)N3CCCCC3)cc2CC1C(=O)NCc1cccc(Cl)c1 (stereo not given)	-3.0	17	-13
NC(=O)c1ccccc1NC(=O)CCCN1C(=O)CCC1=O	-0.2	12	-9
COc1ccccc1C(=O)N1CCCN(C(=O)c2ccccc2OC)CC1	-0.4	12	-14
COc1ccc(-c2ccc(OC)c([C@H]3[C@H]4C=CC[C@@H](C)[C@@H]4C(=O)N3Cc3ccccc3)c2)cc1	-0.9	26	-20
CCOC(=O)Cc1nc2ccccc2o1	-0.1	-2	-10
CCN(CC)C(=O)Cn1c(=O)n(Cc2ccccc2Cl)c2c1c(=O)n(C)c(=O)n2C	-1.1	16	-13
CCCOC(=O)c1ccc(NC(=O)c2cc(Cl)ccc2OC)cc1	-1.0	66*	9
Cc1cc(Nc2ccccc2)n(-c2ccccc2)n1	-2.1	13	-5
Cc1ccc(C)c(Cn2c(C(=O)OC(C)C)cc3c2ccn3C)c1	-0.5	-11	-74
